Growth percent in the NCI-60 one-dose screen (48 h, 10 µM unless noted): 100 = growth as untreated, 0 = no growth, -100 = all killed.
RPMI-8226: RPMI-8226 leukemia cells; AID 1794781; 77,000 tested, 7.5% active
MDA-MB-468: MDA-MB-468 breast cancer; 78,000 tested, 8.5% active
MOLT-4: MOLT-4 leukemia cells; AID 1794779; 80,000 tested, 6.9% active
SR: SR leukemia cells. AID 1794780. 73,000 tested, 8.7% active
MDA-MB-231: MDA-MB-231 breast cancer | 81,000 tested, 5% active | AID 1794789
MCF7: MCF7 breast cancer; 82,000 tested, 6.3% active; AID 1794796
CCRF-CEM: CCRF-CEM leukemia; AID 1794778; 77,000 tested, 7% active
K-562: K-562 leukemia; 78,000 tested, 7.4% active
* = called active by the depositor; · = no result given; & = joins results of further samples. How the source made its calls: active means growth percent below 10; inactive means the rest.

SMILES | RPMI-8226 | MDA-MB-468 | MOLT-4 | SR | MDA-MB-231 | MCF7 | CCRF-CEM | K-562
Cc1ccc2c(c1)C(=O)N(CNc1cc(Cl)ccc1Cl)C2=O | 101 | 98 | 99 | 99 | 91 | 92 | 107 | 101
O=C(Nc1cccc(-n2cc(-c3ccncc3)c(-c3ccc(O)c(Cl)c3)n2)c1)c1ccc(Cl)c(Cl)c1 | 18 | 69 | 46 | 15 | -20* | 35 | 33 | 30
COc1ccc(-n2c(SCc3cn(-c4ccc(Cl)cc4)nn3)nc3ccccc3c2=O)cc1 | 97 | 102 | 92 | · | 71 | 86 | 99 | 103
CCOc1ccccc1C(O)C1=CC(=O)c2ccccc2C1=O (configuration not stated) | 101 | 106 | 83 | 98 | 86 | 90 | 98 | 102
COc1cc(C2=N/C(=C\c3cc4ccccc4nc3Oc3ccccc3)C(=O)N2C(=N)N)cc(OC)c1OC | 86 | 68 | 85 | 64 | 42 | 76 | 87 | 82
Cc1cc(N=C2NC(=O)/C(=C/c3ccc([N+](=O)[O-])cc3)S2)no1 | 64 | 70 | · | · | 75 | 61 | 37 | ·
CNC(=S)N(C)N | 101 | 98 | 102 | 91 | 118 | 95 | · | 98
COc1ccc(N2CCN(C(=O)c3sc4nc(C)c(Br)c(C)c4c3N)CC2)cc1 | 99 | 109 | 93 | 97 | 84 | 81 | 98 | 97
CC(=O)NC(C)c1ccccc1 (configuration not stated) | 106 | 106 | 96 | 97 | 103 | 98 | 102 | 96
CCCCCC1C(C)=CC(C)=C(C)C1(C)C[N+](C)(C)C (configuration not stated) | 64 | 47 | 81 | 88 | 95 | 90 | 96 | 57
O=C1NC(=O)/C(=C/c2ccc(C3Oc4ccccc4C4CC(c5ccc(Cl)cc5)=NN43)cc2)S1 (configuration not stated) | 96 | 100 | 96 | 106 | 87 | 89 | 95 | 96
NCCC(=O)NCc1ccccc1 | · | 109 | 90 | 111 | 112 | 101 | · | 81
Cc1ccc(/C=C2\C(=O)N(C)c3ccccc32)s1 | 103 | 93 | 99 | 117 | 87 | 78 | 107 | 105
O=C1CCC(C(=O)NNc2ccccc2[N+](=O)[O-])N1 (configuration not stated) | 105 | 105 | 112 | 110 | 112 | 97 | 99 | 108
O=S(=O)(O)c1ccc(N=Nc2ccccc2)cc1 | 103 | 93 | 91 | 87 | 94 | 94 | 99 | 100
Cc1cccc(C(=O)OCC(=O)Nc2sc3c(c2C(N)=O)CCC3)c1C | 123 | 95 | 106 | 115 | 112 | 101 | · | ·
O=C(/C=C/c1cccc(C(F)(F)F)c1)Nc1ncc(Cc2ccccc2)s1 | 90 | 69 | 92 | · | 93 | 54 | 85 | 59
CCCc1cc(=O)nc2nncc(-c3ccccc3)n12 | 98 | 101 | 93 | 83 | 113 | 94 | 90 | 91
CCOC(=O)c1c(C)nc2[nH]n(-c3ccccc3)c(=O)c2c1-c1ccc(OC)cc1 | 91 | 111 | 94 | 99 | 96 | 95 | 96 | 91
COc1ccc(CNCCO)cc1 | 93 | 97 | 103 | 122 | 100 | 89 | 100 | 102
CC1(C)CC[C@]2(C(=O)N3CCOCC3)CC[C@]3(C)C(=CC[C@@H]4[C@@]5(C)CCC(=O)NC(C)(C)[C@@H]5CC[C@]43C)C2C1 (some centres not stated) | 79 | 88 | 65 | 63 | 90 | 82 | 90 | 85
Cc1ccc2c(c1)C(=O)/C(=C/c1ccc(OCC(=O)c3ccccc3)cc1)O2 | 216 | · | 33 | 107 | 84 | 89 | 151 | 106
COCCOc1cc2ncnc(N3CCN(S(=O)(=O)c4ccccc4Cl)CC3)c2cc1OCCOC | 82 | 57 | 65 | 22 | 75 | 49 | 79 | 41
Cn1ncc2c1NC(=O)CC2c1cccnc1 (configuration not stated) | 116 | · | 98 | 96 | 120 | 100 | 104 | ·
O=C(Nc1ccc(Cl)c(Cl)c1)Nc1ccc([N+](=O)[O-])cn1 | 89 | 107 | 117 | 123 | 139 | 90 | 100 | 89
Cc1cn(CCC(=O)NO)c(=O)[nH]c1=O | 121 | 100 | 106 | 103 | 102 | 93 | 108 | 105
CCCCCCCCCCCCCCCC(=O)OCCCCCCCCCCC | 108 | 113 | 144 | 132 | 138 | 104 | 107 | 111
OCCNc1nc(O)c(/C=C2\C=Nc3ccccc32)s1 | 113 | 104 | 102 | 111 | 86 | 75 | 116 | 99
CCOC(=O)N1CCc2c(sc3c2C(=O)N(Cc2ccccc2)S(=O)(=O)N3)C1 | 108 | 102 | 107 | 100 | 106 | 92 | 110 | 110
COC(=O)C1(CC(=O)c2cccc3ccccc23)NC(=S)NC(=O)C1C#N (configuration not stated) | 107 | 100 | 106 | 103 | 109 | 95 | 102 | 106
Cc1ccc(C)c2c(Cl)c3c(C)ccc(C)c3nc12 | 109 | 95 | 97 | 89 | 92 | 88 | · | 106
N#CC1=C(N)CCNC1 | 100 | 101 | 111 | 105 | 104 | 88 | 109 | 102
CC(=O)/C(C=NC(=O)c1ccccc1)=C(/C)O | 104 | 103 | 98 | 91 | 102 | 86 | 91 | 101
CC(C)(C)c1cc(NC(=O)Cc2ccc(-c3cnc4cc(-c5cnn(CCN6CCOCC6)c5)ccc4n3)cc2)no1 | 23 | 22 | 14 | 9.2* | 9.5* | 35 | 16 | 2.4*
O=C(Cn1cc(F)c(=O)[nH]c1=O)c1ccco1 | 106 | 90 | 111 | 99 | 107 | 97 | 103 | 112
C/C(=N\O)c1ccc(NC(=O)CSc2nnc([C@H](C)c3ccc(CC(C)C)cc3)o2)cc1 | 107 | 103 | 99 | 98 | 97 | 98 | 96 | 98
COc1ccc(CCN2CCN(c3cccc(Cl)c3)CC2)cc1OC | 74 | 77 | 86 | 105 | 83 | 95 | 75 | 79
Cc1cc(F)ccc1C(=O)Nc1cc(-c2cccnc2)nc(NCCCN2CCOCC2)n1 | 104 | 88 | 98 | 99 | 90 | 98 | 101 | 113
COc1ccc(-c2nn(-c3ccccc3)cc2C2C(C(=O)Nc3ccccn3)=C(C)NC(C)=C2C(=O)Nc2ccccn2)cc1 | 100 | 109 | 70 | 89 | 74 | 90 | 96 | ·
Cc1nc2ccc(-c3cc(C(F)(F)F)cc(C(F)(F)F)c3)cc2c(=O)n1-c1ccccc1 | 90 | 100 | 80 | 74 | 82 | 99 | 82 | 82
CC(C)OCC1CO1 (configuration not stated) | 113 | 108 | 110 | 102 | 107 | 100 | · | 109
Cn1cc(-c2nonc2-c2c[nH]c3ccccc23)c2cccnc21 | 41 | -13* | 17 | 23 | 60 | 19 | 20 | 13
COc1ccc(C2=NN(C=O)C(c3sc(N(C)Cc4ccccc4)nc3Cl)C2)cc1 (configuration not stated) | 59 | 50 | 67 | 65 | 79 | 79 | 67 | 44
CNC(=O)OCC1CC=CCC1 (configuration not stated) | 114 | 87 | 108 | 111 | 93 | 107 | 115 | 129
COc1cc(-c2nc3occn3c2-c2ccnc(NCCCNS(=O)(=O)c3ccc(O)cc3)n2)ccc1F | 97 | 91 | 101 | 74 | 67 | 92 | 75 | 81
O=C(CCc1nc2sc3c(c2c(=O)[nH]1)CCC3)NCc1cn(-c2ccccc2)nc1-c1ccccc1 | 90 | 84 | 60 | -18* | 11 | 34 | 61 | 85
CCC1(C)COC(c2ccc(OC)cc2)OC1 (configuration not stated) | 102 | 111 | 92 | 87 | 110 | 87 | 94 | 91
CCN1CCCCN(CC(=O)NC(C)(C)C)CC1 | 95 | 89 | 96 | 81 | 100 | 91 | 95 | 101
Cc1nn(-c2ccccc2)c2nc(C)n(C(=O)N/N=C/c3ccccc3O)c(=O)c12 | 95 | 108 | 90 | 114 | 87 | 83 | 83 | 98
COCC1(c2nc3cc(F)ccc3c(-c3ccccc3)c2-c2nn[nH]n2)CCCC1 | 99 | 103 | 101 | 98 | 105 | 101 | 98 | 104

Some of the entries so far, with values under each structure:
Each structure is followed by: RPMI-8226 | MDA-MB-468 | MOLT-4 | SR | MDA-MB-231 | MCF7 | CCRF-CEM | K-562
CCOC(=O)N1CCc2c(sc3c2C(=O)N(Cc2ccccc2)S(=O)(=O)N3)C1
 : 108 | 102 | 107 | 100 | 106 | 92 | 110 | 110
Cc1ccc2c(c1)C(=O)N(CNc1cc(Cl)ccc1Cl)C2=O
 : 101 | 98 | 99 | 99 | 91 | 92 | 107 | 101
NCCC(=O)NCc1ccccc1
 : · | 109 | 90 | 111 | 112 | 101 | · | 81
COCC1(c2nc3cc(F)ccc3c(-c3ccccc3)c2-c2nn[nH]n2)CCCC1
 : 99 | 103 | 101 | 98 | 105 | 101 | 98 | 104

(list continues)
SMILES | RPMI-8226 | MDA-MB-468 | MOLT-4 | SR | MDA-MB-231 | MCF7 | CCRF-CEM | K-562
CCN(CC)CCSc1nc2ccccc2[nH]1 | 105 | 116 | 111 | · | 116 | 96 | 73 | 122
Nc1cc(S(=O)(=O)O)c2cccc(S(=O)(=O)O)c2c1 | 81&103 | 99 | 110&100 | 95&100 | 107&108 | 94&99 | 69&105 | 107&92
CC(=O)c1cc(C)c(OC(=O)c2ccccc2)c(C)c1 | 80 | 94 | 93 | 83 | 95 | 105 | 85 | 86
CCN(CC)CCCCNc1c2ccc(Cl)cc2nc2ccc(OC)cc12 | -34* | -43* | -22* | -19* | -52* | -30* | -28* | -19*
O=c1[nH]c2ccccc2c(-c2cccc(O)c2)c1O | 90 | 108 | 94 | 93 | 95 | 88 | 102 | 99
CS(=O)(=O)c1ccc(-n2nc(C(=O)OCc3ccc(Br)cc3)cc2-c2ccccc2)cc1 | 78 | 102 | 69 | 76 | 85 | 81 | 86 | 85
Cn1cnc([N+](=O)[O-])c1N=C(N)N | 108 | 89 | 94 | · | 99 | 100 | 120 | 118
CC(C)(C)Nc1c(-c2cccs2)nc2ncccn12 | 94 | · | 86 | 92 | 108 | 94 | 90 | 87
CCOC(=O)Nc1cccc(C(F)(F)F)c1 | 107 | 131 | 112 | 96 | 102 | 92 | 130 | 95
COc1cc(-c2nc(SCC(C)C)nc(Nc3cccc4ccccc34)c2C#N)cc(OC)c1OC | 91 | 116 | 64 | 41 | 57 | 94 | 75 | 57
CC1(C)CC[C@]2(C(=O)O)CC[C@]3(C)C(=CC[C@@H]4[C@@]5(C)CC(=C/c6cccnc6)/C(=N/O)C(C)(C)[C@@H]5CC[C@]43C)[C@@H]2C1 | 50 | 65 | 65 | 105 | 91 | 81 | 67 | 46
COC1=CC(=O)OC(c2ccc(OC)cc2)C1 (configuration not stated) | 111 | 112 | 101 | · | 100 | 100 | 107 | 130
CCOc1cc2c(c(OC)c1OCC)C(=O)N[C@@H]1[C@@H](O)[C@@H](O)[C@H](O)C[C@@H]21 | 101 | 96 | 99 | 96 | 107 | 98 | 97 | 98
O=C(Nc1cccc(Cl)c1)Oc1ccc(Cl)cc1Cl | 94 | 90 | 98 | 90 | 90 | 101 | 102 | 102
CCOC(=O)/C=C/c1sc(-c2ccc(C)cc2)cc1N | 102 | 78 | 89 | 37 | 105 | 65 | 93 | 42
O=C(Nc1ccc(-n2ccc3c(NC(=O)c4ccccc4)nccc32)cc1)Nc1ccc(Cl)c(Cl)c1 | -50* | -90* | 9.1* | -30* | -65* | -92* | -35* | -27*
CC(O)CN1CCOCC1 (configuration not stated) | 110 | 105 | 102 | 104 | 107 | 96 | 94 | 114
CC1SC(c2ccccc2F)N(NC(=O)C(O)(c2ccccc2)c2ccccc2)C1=O (configuration not stated) | 90 | · | 80 | 94 | 98 | 104 | 85 | 97
O=C(NCCNc1nccc(Nc2ccc(S(=O)(=O)Nc3ccccn3)cc2)n1)c1ccco1 | 107 | 102 | 99 | 93 | 103 | 98 | 112 | 106
O=C(O)c1ccc(-n2cc(/C=N/Nc3ccc(Br)cc3)c(-c3ccc(F)c(F)c3)n2)cc1 | 43 | 96 | 48 | 73 | 61 | 54 | 32 | 26
CC(C)n1cnc2c(Cl)ncnc21 | 74 | · | 107 | 96 | 107 | 93 | 93 | 99
CCOc1nc(OCC)c2cnn(C)c2n1 | · | 102 | 89 | 99 | 112 | 103 | 85 | 97
COc1ccc(CN2[C@H](C)[C@H](O)[C@H](O)[C@H](C(C)C)N(Cc3ccccc3)S2(=O)=O)cc1 | 110 | 109 | 91 | 104 | 95 | · | 91 | 99
CCN(CC)CCOc1nc(-c2ccc(F)cc2)cc(-c2ccco2)n1 | 96 | 113 | 89 | 97 | 113 | 102 | 100 | 91
CN1CCN(Cc2ccc(NC(=O)c3cncc(C#Cc4cnc(N)c5cccnc45)c3)cc2C(F)(F)F)CC1 | 18 | 16 | 18 | 15 | -20* | 27 | 17 | 1.4*
N#Cc1c(-c2ccc(Br)cc2)n2c(nc1=O)SC(=O)C2 | 107 | 106 | 99 | 110 | 98 | 95 | 101 | 106
O=C1N/C(=N/O)S/C1=C/c1cn(-c2ccccc2)nc1-c1ccccc1 | 99 | 85 | 92 | · | 86 | 82 | 92 | 94

Ordered by molar mass (highest first): some entries from above.
SMILES | RPMI-8226 | MDA-MB-468 | MOLT-4 | SR | MDA-MB-231 | MCF7 | CCRF-CEM | K-562
O=C(O)c1ccc(-n2cc(/C=N/Nc3ccc(Br)cc3)c(-c3ccc(F)c(F)c3)n2)cc1 | 43 | 96 | 48 | 73 | 61 | 54 | 32 | 26
O=C1N/C(=N/O)S/C1=C/c1cn(-c2ccccc2)nc1-c1ccccc1 | 99 | 85 | 92 | · | 86 | 82 | 92 | 94
CC(C)n1cnc2c(Cl)ncnc21 | 74 | · | 107 | 96 | 107 | 93 | 93 | 99
